Runt-SMMHC FRET – inhibitors of RUNX1 Runt–CBFb-SMMHC binding, primary screen, biochemical, FRET, Cerulean-Runt, Venus-CBFb-SMMHC, uHTS | Cerulean-Runt/Venus-CBFb-SMMHC FRET ratio 530/480, 1 h | hit rate 0.74% among 220,000 | Runt-related transcription factor 1 (Homo sapiens) + Core-binding factor subunit beta … | inhibition, % at 20 µM;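 active = mean inhibition across duplicate retests at 20 µM reaching about 50%, limit read from the data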;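 also: 0% = DMSO wells and 100% = wells with excess untagged CBFb-SMMHC; inhibitors lower the FRET ratio by blocking Runt binding to CBFb-SMMHC; some results filed as inactive read as strong as hits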
Target sequence (Q01196 whole entry, looked up): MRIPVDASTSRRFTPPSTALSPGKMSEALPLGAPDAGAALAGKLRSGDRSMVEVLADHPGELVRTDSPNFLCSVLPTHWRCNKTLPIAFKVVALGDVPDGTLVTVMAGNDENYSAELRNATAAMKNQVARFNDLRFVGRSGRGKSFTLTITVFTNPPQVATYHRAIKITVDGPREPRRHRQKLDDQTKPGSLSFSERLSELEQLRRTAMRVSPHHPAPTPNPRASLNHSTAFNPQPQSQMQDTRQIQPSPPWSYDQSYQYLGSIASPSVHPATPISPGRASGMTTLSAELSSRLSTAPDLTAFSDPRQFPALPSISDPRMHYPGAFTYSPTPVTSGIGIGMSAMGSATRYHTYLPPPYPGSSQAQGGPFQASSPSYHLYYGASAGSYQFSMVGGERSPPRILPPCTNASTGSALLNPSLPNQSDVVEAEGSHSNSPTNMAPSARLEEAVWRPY
Target sequence (Q13951 whole entry, looked up): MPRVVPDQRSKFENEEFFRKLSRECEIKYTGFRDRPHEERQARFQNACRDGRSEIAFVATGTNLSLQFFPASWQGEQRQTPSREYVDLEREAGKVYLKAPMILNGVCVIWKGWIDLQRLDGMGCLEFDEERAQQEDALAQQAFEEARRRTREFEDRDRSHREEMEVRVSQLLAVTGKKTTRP
Runt-CBFb FRET – inhibitors of RUNX1 Runt–CBFb binding, primary screen, biochemical, FRET, Cerulean-Runt, Venus-CBFb, uHTS; AID 1496, 2009; inhibition, % at 20 µM; Cerulean-Runt/Venus-CBFb FRET ratio 530/480, 1 h; hit rate 0.46% among 220,000; Runt-related transcription factor 1 (Homo sapiens) + Core-binding factor subunit beta …;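 active = inhibition over about 50% at 20 µM in the single-dose screen, limit read from the data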;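 also: 0% = DMSO wells and 100% = excess unlabeled CBFb competitor control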
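test system = Cerulean-tagged RUNX1 Runt domain (FRET donor) fusion protein | reagent = Venus-CBFb binding partner, 100 nM | incubation = protein complex preformed 1 h, compound exposure 1 h, room temperature, dark | detection = FRET fluorescence | read-out basis = loss of energy transfer signal | controls = 5 µM unlabeled CBFb as full-inhibition high control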
p97 inhibitor – inhibitors of human p97 ATPase, primary screen, biochemical | Transitional endoplasmic reticulum ATPase (Homo sapiens), P55072 | inhibition, % at 8 µM | hit rate 0.42% among 220,000 | recombinant p97 ATPase, Kinase-Glo ATP luminescence, 3 h; in the data active = inhibition above about 15%;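 also: 0% = DMSO vehicle and 100% = wells lacking enzyme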
MDM2 E3 inh – MDM2-luciferase reporter signal enhancers, primary screen, MDM2 E3 ligase inhibitor project, cell-based, luminescence, 1536-well. E3 ubiquitin-protein ligase Mdm2 (Homo sapiens), Q00987. cell-based MDM2 ubiquitination luciferase reporter, 2 h; 0 = plate control, 100 = twice control, blank-subtracted. signal enhancement, % at 5 µM. hit rate 0.11% among 210,000;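 active = signal enhancement of 30% or more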;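 also: luminescence tracks abundance of the self-degrading MDM2-luciferase fusion protein; higher signal means inhibition of MDM2 E3 ligase activity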
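Buffer or medium: Cells held in DMEM | Assay system: Stable mammalian line carrying autodegrading MDM2–luciferase fusion reporter | Quantity: 2000 cells/well | Times: 4 h settle plus 2 h compound, 37 °C | Doses: One concentration, 5 µM, with 0.2% DMSO | Technique: Luminescence with SteadyLite reagent, 15 min at room temperature | Benchmarks: Plate controls and plate blanks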
NPY-Y2 PAM-ag – NPY-Y2 potentiators or agonists, primary screen, cell-based; Neuropeptide Y receptor type 2 (Homo sapiens), P49146; cells expressing NPY-Y2, potentiator/agonist read-out; activation, % at 3.6 µM; hit rate 0.45% among 220,000; AID 1359, 2008; in the data active = activation above about 27%;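 also: cells stimulated with NPY near EC25 plus isoproterenol at EC100; 0% = vehicle plus submaximal agonist and 100% = vehicle plus saturating agonist; some results beyond the cut were filed as inactive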
NPY-Y1 PAM-ag – NPY-Y1 receptor potentiators or agonists, primary screen, cell-based. hit rate 0.37% among 220,000. Neuropeptide Y receptor type 1 (Homo sapiens), P25929. NPY-Y1 expressing cells, potentiator/agonist activation. AID 1304, 2008. activation, % at 3.6 µM; in the data active = activation above about 33%, passing the limit was not always enough;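 also: cells stimulated with NPY at EC10 then isoproterenol at EC100; 0% = low agonist plus stimulus and 100% = saturating agonist plus stimulus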
NPY-Y1 antag – NPY-Y1 receptor antagonists, primary screen, cell-based. hit rate 1% among 200,000. HEK293-CNG Y1 cells, membrane potential fluorescence; NPY at EC95, then isoproterenol. inhibition, % at 3.6 µM. AID 1040, 2008;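 active = inhibition above the campaign mean inhibition of all tested compounds plus 3 SD, cut at about 20% in these data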;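 also: 0% = DMSO wells given NPY plus isoproterenol and 100% = isoproterenol alone without NPY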
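Assay system: HEK293 Y1/CNG channel cell line; Doses: single compound dose of 3.6 µM, 0.4% DMSO; Timing: dye 3 h, compound 60 min room temperature, stimulation 45 min; Technique: Membrane-potential fluorescent dye readout; Measure: % inhibition of NPY effect.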
Hck Nef HTS – inhibitors of Nef-activated human Hck kinase, primary screen, biochemical, Z-Lyte FRET, 384-well, Hck-YEEI; AID 463187, 2010; hit rate 0.68% among 220,000; Tyrosine-protein kinase HCK (Homo sapiens), P08631; inhibition, % at 20 µM; Recombinant Hck-YEEI plus Nef, Z-Lyte FRET kinase assay;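 active = Hck-Nef kinase inhibition above about 50%, limit read from the data; inactive = inhibition below that limit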;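 also: 0% = DMSO with Hck plus Nef and 100% = Hck alone without Nef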
RBBP9 inhibitor – human RBBP9 inhibitors, primary screen, biochemical, fluorescence polarization, FP-Rh probe, HTS. Serine hydrolase RBBP9 (Homo sapiens), O75884. hit rate 0.2% among 220,000. recombinant RBBP9. inhibition, % at 7.94 µM. AID 1515, 2009;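 active = inhibition above the campaign mean of all tested compounds plus 3 SD, cut at about 14% in these data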;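 also: plate controls were DMSO wells with RBBP9 for no effect and wells lacking RBBP9 protein for full effect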
Target sequence (O75884 whole entry, looked up): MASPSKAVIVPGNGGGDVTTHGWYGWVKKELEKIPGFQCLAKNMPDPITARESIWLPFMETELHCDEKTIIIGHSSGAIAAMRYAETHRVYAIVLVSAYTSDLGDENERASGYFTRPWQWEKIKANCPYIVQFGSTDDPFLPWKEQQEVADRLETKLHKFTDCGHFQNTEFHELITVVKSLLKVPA
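Test system: recombinant human RBBP9. Quantity: 2.5 µM RBBP9 dispensing solution, before mixing. Detection: FP readout at 525/598 nm. Reagent: Serine-hydrolase probe FP-Rh, 375 nM pre-mixing. Measure: % inhibition. Control set: DMSO-treated enzyme wells and wells lacking RBBP9. Buffer or medium: Tris-NaCl-Pluronic buffer, pH 8.0. Times: preincubation 30 min plus labeling 45 min at 25 °C.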
* hit, by the source's call; / = not tested or not shown.

SMILES	Runt-SMMHC FRET	Runt-CBFb FRET	p97 inhibitor	MDM2 E3 inh	NPY-Y2 PAM-ag	NPY-Y1 PAM-ag	NPY-Y1 antag	Hck Nef HTS	RBBP9 inhibitor
Cc1ccc(C(=O)N/N=C2\CCSC2)cc1[N+](=O)[O-]	-3	1	1	4	-13	-7	-1	1	6
CCCCN1C(=O)C2C3C=CC(C2C1=O)C1C2C(=O)N(CCCC)C(=O)C2C31 (centres undefined)	-4	0	8	0	11	9	-3	-3	-10
O=[N+]([O-])c1ccc(O)c(C2=NNC(c3ccccc3F)C2)c1 (centres undefined)	-23	-2	2	-28	24	24	/	24	-1
Cn1c(=O)c(=O)n(C)c2cc(S(=O)(=O)N3CCCCCC3)ccc21	0	1	11	1	23	2	-3	0	-1
Cc1cccc(C(=O)NC(=S)N2CCc3ccccc3C2)c1	4	1	-2	-1	1	-42	9	5	5
Cc1ccc(CSCCNC(=O)CSCc2ccc([N+](=O)[O-])cc2)cc1	2	-1	1	-3	-10	-21	9	4	-9
COc1ccccc1N1CCN(C(=O)c2cc(-c3ccc(C)cc3)on2)CC1	1	-7	-3	-8	0	-62	11	10	2
CCSc1ncc(/C=N/Nc2ccccc2)n1C	-3	0	0	7	-1	6	-3	1	-8
O=C(Nc1cc(C(=O)N2CCCC2)ccc1N1CCCC1)C1CC1	2	0	1	-1	-11	-24	5	-2	-2
CCCC1Cc2c(sc(N)c2C#N)CO1 (centres undefined)	2	7	-3	-7	-20	0	5	-8	5
COc1ccc(N2C(=O)CCC(C(C)=O)=C2C)cc1	1	-1	0	-20	6	12	5	0	-10
COc1ccccc1OCc1nc2ccccc2s1	-4	5	-6	-77	-11	-4	3	5	1
CN(Cc1cc2ccccc2[nH]c1=O)C(=O)COc1ccccc1	0	2	4	-11	1	17	/	38	4
Oc1ccc(/C=N/n2c(-c3ccco3)csc2=Nc2cccnc2)c(O)c1	12	14	1	-19	23	34	2	16	-5
Cc1nn(Cc2c(F)c(F)c(F)c(F)c2F)c(C)c1NC(=O)c1ccc(COc2ccc(Cl)cc2Cl)o1	1	0	-3	-8	10	2	-8	3	-11
O=C(Cc1ccc([N+](=O)[O-])cc1)N1CCCCCC1	-4	-2	1	-7	-1	-19	-1	15	-2
Cc1noc(C)c1COc1ccc(C(=O)Nc2ccccc2)cc1	2	-4	2	-6	-12	-2	-1	22	-2
O=C(COc1ccc(Br)cc1)N1CCN(c2ccccc2)CC1	-3	2	-8	-11	-15	-21	12	-19	-7
CC(=O)NC(c1ccco1)c1ccc2cccnc2c1O (centres undefined)	14	24	4	-14	-4	9	7	2	3
Cc1ccc(S(=O)(=O)N/N=C\c2ccc(C)o2)cc1	-2	2	2	3	-3	-4	4	2	4
CC(C(=O)N1CCN(C=O)CC1)N1C(=O)c2ccccc2C1=O (centres undefined)	2	-2	7	5	2	14	-2	1	-2
COc1cccc(C2=NOC(C(=O)Nc3cccc(C(C)=O)c3)C2)c1 (centres undefined)	-3	1	-1	4	11	9	4	0	-7
Cc1cc(C(=O)Nc2nccs2)c2cc(F)ccc2n1	-2	-2	-2	-15	26	-4	/	0	5
CCOc1ccc(C(=S)N2CCCC2)cc1OC	-4	-2	1	5	4	12	3	3	-6

Arranged by formula weight (falling): some entries from above
SMILES	Runt-SMMHC FRET	Runt-CBFb FRET	p97 inhibitor	MDM2 E3 inh	NPY-Y2 PAM-ag	NPY-Y1 PAM-ag	NPY-Y1 antag	Hck Nef HTS	RBBP9 inhibitor
Cc1nn(Cc2c(F)c(F)c(F)c(F)c2F)c(C)c1NC(=O)c1ccc(COc2ccc(Cl)cc2Cl)o1	1	0	-3	-8	10	2	-8	3	-11
COc1cccc(C2=NOC(C(=O)Nc3cccc(C(C)=O)c3)C2)c1 (centres undefined)	-3	1	-1	4	11	9	4	0	-7
Cc1noc(C)c1COc1ccc(C(=O)Nc2ccccc2)cc1	2	-4	2	-6	-12	-2	-1	22	-2

Continued.
SMILES	Runt-SMMHC FRET	Runt-CBFb FRET	p97 inhibitor	MDM2 E3 inh	NPY-Y2 PAM-ag	NPY-Y1 PAM-ag	NPY-Y1 antag	Hck Nef HTS	RBBP9 inhibitor
Cc1cc(N)nc(C)c1C#N	-1	6	4	-7	15	15	3	0	-6
Cc1ccc(S(=O)(=O)N2CCN(S(=O)(=O)c3ccc(C)cc3)C3OCCOC32)cc1 (centres undefined)	2	-1	0	-9	-10	20	4	0	1
CN(C)c1cccc(C(=O)OCC(=O)Nc2ccccc2Sc2ccccc2)c1	-1	-1	1	-6	-1	-26	7	4	-8
O=C(NCc1ccco1)c1ccc(Br)c(S(=O)(=O)N2CCCCC2)c1	-4	0	-2	-26	-5	-3	2	0	-8
COc1cccc(/C=N/Nc2ncnc3c2ncn3Cc2ccccc2)c1O	14	-2	4	-13	8	-19	-3	2	5
CC(=O)Oc1cccc(N2C(=O)C3C(C2=O)C2C=CC3C23CC3)c1 (centres undefined)	0	-1	7	-6	12	10	2	1	-8
Cc1cc(CNC(=O)C(C)n2cc([N+](=O)[O-])cn2)c2ccccc2n1 (centres undefined)	-2	-1	2	-1	-24	-1	7	7	3
CCn1c(/C=C/Nc2ccccc2)[n+](CC)c2ccc(C(=O)OCC(F)(F)F)cc21	26	6	-4	-10	1	-11	7	4	4
CCNC(=O)N1C(CC(=O)OCC)C(=O)NC2CCCCC21 (centres undefined)	3	0	3	-14	-5	5	-1	0	-4
O=C1c2ccccc2C(Nc2ccccc2)N1c1ccc(Cl)cn1 (centres undefined)	1	-1	0	-13	-7	-15	0	1	-2
CN(C(=O)C1CCOC1)c1nnc(-c2ccncc2)s1 (centres undefined)	0	-1	3	5	16	5	-5	6	0
O=C1CC(N2CCN(Cc3ccccc3)CC2)C(=O)N1 (centres undefined)	-3	3	3	-25	9	21	0	27	-6
COCC(=O)Nc1nc(-c2ccccc2)c(C)s1	1	-1	-1	8	4	7	0	2	-3
COc1ccc(N(C(=O)C(C)C)S(=O)(=O)c2cccs2)cc1	0	2	-2	-7	11	-16	3	0	-6
CN1CCN(c2ccc(NC(=O)COc3ccccc3Cl)cc2)CC1	-3	1	-3	-27	-2	11	-6	1	-5
Cc1ccc(NCC(=O)N/N=C/c2cccn2C)cc1	-6	3	9	-12	5	10	/	8	17*
CC(C)c1ccc(NC(=O)NC2CC3CCC(C2)N3Cc2cccs2)cc1 (centres undefined)	1	0	2	-6	10	5	4	6	0
CC1CCc2nc(NCCO)nc(C(F)(F)F)c2C1 (centres undefined)	-1	-1	-6	-13	-16	-15	13	1	-9
O=S1(=O)c2ccccc2N=NN1Cc1cc(Cl)cc(Cl)c1	12	1	-10	-15	-2	13	0	2	4
O=C(COc1ccc(Br)cc1)N1CCN(c2ccc([N+](=O)[O-])c(N3CCCCC3)c2)CC1	0	1	-5	-18	-20	-20	5	2	-1
COc1ccc2c(=O)c(-c3cnn(-c4ccccc4)c3)c(C)oc2c1	1	-3	-1	-6	-17	-41	15	0	-4
Cc1cccc(OC2CCN(Cc3c(C(=O)N4CCCC4)nc4ccccn34)CC2)c1	-2	0	-12	-12	3	-8	13	12	-7
CCNC(=O)Nc1cc2nc(C)n(Cc3ccc(Br)cc3)c2nc1C	-3	-2	3	-17	4	-22	-2	3	-6
O=C1CC(N2C(=O)/C(=C/C=C/c3ccccc3)SC2=S)C(=O)N1c1ccccc1 (centres undefined)	-39	-15	4	-6	2	-3	4	-8	-9
Cc1ccccc1NC(=O)c1cccc(C(F)(F)F)c1	1	-2	6	-2	10	3	3	5	-1
Cc1cc(/C=N/NC(=O)COc2cccc3cccnc23)c(C)n1-c1ccc(O)cc1	5	2	10	-18	-2	-5	5	2	-7
Cc1ccc(C(C)C)c(OCC(=O)Nn2c(=O)[nH]c3ccccc3c2=O)c1	6	-2	2	-14	6	6	-7	5	5
O=C(O)c1c[nH]ccc1=O	1	0	5	0	7	-7	-10	2	-9
OC(CNCc1ccccc1)(c1ccc(F)cc1)c1ccc(F)cc1	2	0	-1	-5	0	-18	19	2	2
O=C(O)CP(=O)(c1ccccc1)c1ccccc1	-5	-1	5	-22	-10	15	2	0	-5
CCN(CC)CCCNC(=O)c1cc(-c2ccc(Cl)cc2)on1	0	4	3	-2	-9	-27	2	1	-3
CC(C)c1ccc(OCc2ccc(C(=O)N3CCN(c4ccccn4)CC3)cc2)cc1	-2	-8	-5	-6	-5	1	-10	-1	-7
CC1CCN(C(=O)CCc2ccc(Oc3cc([N+](=O)[O-])cc([N+](=O)[O-])c3)cc2)CC1	0	0	-7	-6	-15	-47	7	1	-2
N#Cc1cn(CCCOc2ccccc2)c2ccccc12	-5	0	-4	5	0	-7	1	24	-4
CCc1ccc(NC(=S)NC(=O)c2c(-c3ccccc3Cl)noc2C)cc1	-1	4	0	2	-2	-18	/	14	-11
O=C(Cn1cc(C(F)(F)F)ccc1=O)N/N=C/c1ccc(Cl)cc1	1	-1	-1	-5	-11	-18	5	1	-7
CCOC(=O)N1CCN(c2ccc(F)cc2[N+](=O)[O-])CC1	4	-3	-2	-22	-7	-20	4	-3	4
Cc1cc(C)n(-c2ncnc3sc4c(c23)CC(C)CC4)n1 (centres undefined)	-1	0	-1	-3	-9	2	15	-1	-3
Cc1ccc(S(=O)(=O)NC(CC(=O)NCC2CCCO2)c2ccccc2)cc1 (centres undefined)	-3	-1	3	2	5	4	-5	0	-1
CC(O)/C=C/C1OC(=O)CC1Nc1ccc(C=O)cc1 (centres undefined)	-1	2	4	-2	4	7	1	15	-5
COc1ccc(C(=O)N[C@H](C(=O)OCC(=O)NC(=O)c2cccn2C)C(C)C)cc1	-2	0	4	-14	1	11	4	4	-4

Rows were taken by chance; overall some 3.5% were active at least once.
